TPT1 inhibitor: Candida albicans TPT1 enzyme inhibitors, primary screen, biochemical, fluorescence polarization | 300,000 compounds, 0.81% hits | recombinant caTPT1, FP RNA substrate dephosphorylation | inhibition, % at 5 µM;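 active = inhibition above the mean of all tested compounds plus 3 SD, set per screening campaign, cut at about 24% in these data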;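 note: plate controls were DMSO alone for no effect and ferristatin control at 100 nM for full effect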
EBNA-1 inhibitor: EBNA-1 DNA-binding inhibitors, primary screen, biochemical, fluorescence polarization; inhibition, % at 14.8 µM; 300,000 compounds, 0.34% hits; AID 1950, 2009; in the data active = inhibition above about 28%
PP1 counter: PP1-alpha phosphatase inhibitors, primary screen, counter-screen for PP5 inhibitor project, biochemical, fluorescence, OMFP substrate, single point | 320,000 compounds, 0.9% hits | AID 2235, 2010 | inhibition, % at 6.7 µM | purified PP1alpha | Serine/threonine-protein phosphatase PP1-alpha catalytic subunit (Homo sapiens), P62136;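 active = inhibition above the mean inhibition of all tested compounds plus 3 SD, computed separately for each screening campaign, cut at about 15% in these data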
Target sequence (P62136 whole entry, looked up): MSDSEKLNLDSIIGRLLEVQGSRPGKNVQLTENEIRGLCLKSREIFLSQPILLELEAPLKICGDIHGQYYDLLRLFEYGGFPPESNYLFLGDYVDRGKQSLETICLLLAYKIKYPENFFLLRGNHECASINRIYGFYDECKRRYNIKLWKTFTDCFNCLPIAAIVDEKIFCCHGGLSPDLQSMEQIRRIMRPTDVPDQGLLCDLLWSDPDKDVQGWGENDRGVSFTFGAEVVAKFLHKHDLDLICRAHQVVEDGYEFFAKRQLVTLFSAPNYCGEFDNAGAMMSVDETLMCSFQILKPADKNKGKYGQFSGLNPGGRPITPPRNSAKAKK
PREPL inh: PREPL enzyme inhibitors, primary screen, biochemical, fluorescence polarization; 320,000 compounds, 0.68% hits; recombinant PREPL, fluorescence polarization activity-based probe; Prolyl endopeptidase-like (Homo sapiens), Q4J6C6; inhibition, % at 5.96 µM; in the data active = inhibition above about 43%;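 note: 0% = enzyme with DMSO and 100% = wells lacking enzyme; many of its hits are not listed in these tables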
core dimer inh: inhibitors of HCV core protein dimerization, primary screen, biochemical, TR-FRET, high-throughput; TR-FRET GST/Flag-core106 dimerization, 1536-well; inhibition, % at 5 µM; 300,000 compounds, 0.33% hits; AID 1899, 2009;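 active = inhibition above the mean of all tested compounds plus 3 SD, set per screening campaign, cut at about 45% in these data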
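Material: GST/Flag-tagged HCV core106 proteins. Incubation: 4 h, 22.5 °C incubation. Read-out basis: inhibition (%) from 671 over 617 nm ratio. Measured by: TR-FRET, excitation 340 nm, emission 617 and 671 nm.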
Fh CTSL1 inh: Fasciola hepatica cathepsin L1 inhibitors, primary screen, counter-screen for PFM18AAP inhibitor project, biochemical, QFRET, fluorogenic peptide substrate | recombinant F. hepatica cathepsin L1, Z-Leu-Arg-MCA fluorescence | inhibition, % at 5.96 µM | 300,000 compounds, 0.49% hits | AID 1906, 2009;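 active = inhibition above the mean of all tested compounds plus 3 SD, set per screening campaign, cut at about 17% in these data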;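 note: 0% = plate median of test compound wells and 100% = 1 µM Z-Phe-Ala-diazomethylketone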
PP5 inh: PP5 phosphatase inhibitors, primary screen, biochemical, fluorescence; purified PP5c, OMFP substrate fluorescence; AID 1987, 2009; 320,000 compounds, 0.18% hits; inhibition, % at 6.7 µM;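 active = inhibition above the campaign's mean inhibition across all tested compounds plus 3 SD, cut at about 9.5% in these data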;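 note: 0% = DMSO only and 100% = 100 µM cantharidin control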
Target sequence (P53041 whole entry, looked up): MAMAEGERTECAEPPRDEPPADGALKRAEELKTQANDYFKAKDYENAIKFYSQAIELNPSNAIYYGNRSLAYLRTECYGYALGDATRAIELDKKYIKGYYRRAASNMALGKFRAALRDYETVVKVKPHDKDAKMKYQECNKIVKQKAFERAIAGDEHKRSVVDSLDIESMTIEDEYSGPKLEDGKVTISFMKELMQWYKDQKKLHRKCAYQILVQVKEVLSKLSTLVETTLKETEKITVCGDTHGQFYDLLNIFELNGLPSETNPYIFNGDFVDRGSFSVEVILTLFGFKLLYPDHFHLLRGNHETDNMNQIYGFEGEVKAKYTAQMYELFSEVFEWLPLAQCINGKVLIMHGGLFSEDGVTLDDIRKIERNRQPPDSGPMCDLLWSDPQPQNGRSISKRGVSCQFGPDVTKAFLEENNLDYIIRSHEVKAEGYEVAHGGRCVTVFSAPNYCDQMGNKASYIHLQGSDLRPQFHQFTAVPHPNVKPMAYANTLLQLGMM
ZTA counter: blocks Epstein-Barr virus ZTA, an EBNA-1 counter-screen. ZTA-DNA binding, fluorescence polarization. inhibition, % at 11 µM. 320,000 compounds, 0.15% hits. AID 2234; in the data active = inhibition above about 33%
Target sequence (P03206 whole entry, looked up): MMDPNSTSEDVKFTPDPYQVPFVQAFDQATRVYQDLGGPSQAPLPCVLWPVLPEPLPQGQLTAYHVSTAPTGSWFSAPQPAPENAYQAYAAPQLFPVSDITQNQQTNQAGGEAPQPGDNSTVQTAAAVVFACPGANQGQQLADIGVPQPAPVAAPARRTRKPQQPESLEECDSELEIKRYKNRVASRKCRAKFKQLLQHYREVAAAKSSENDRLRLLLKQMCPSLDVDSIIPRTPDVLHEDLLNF
Efflux pump inh: inhibitors of Candida efflux pumps in yeast, primary screen, S. cerevisiae, Nile Red, multiplex. S. cerevisiae Candida pump triplex. inhibition, % at 10 µM. 330,000 compounds, 0.44% hits;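 active = plate passing quality check with inhibition over a set limit, or well fluorescence over plate mean plus 4 SD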;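 note: Nile Red retained in pooled yeast measured as flow cytometry median fluorescence; 0% = buffer negative control and 100% = Enniatin B positive control; higher means more Nile Red kept so more efflux inhibition; some compounds called inactive have numbers as strong as hits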
* = called active by the depositor; x = not tested or not shown. A portion of the library, so the mix of outcomes need not match the whole.

Start of the data: the first ten compounds (preview)
smiles	EBNA-1 inhibitor	PP5 inh	PP1 counter	PREPL inh	TPT1 inhibitor	Efflux pump inh	ZTA counter	core dimer inh	Fh CTSL1 inh
CN(CC(=O)Nc1ccc(Cl)c(C(F)(F)F)c1)C(=O)c1ccc(OCC2CCCO2)cc1 (stereo not drawn)	-11	2.6	1	19	4	0.1	0	-6	5
COc1ccc(-c2onc3ccc(C(C)=O)cc23)cc1	9	-1.7	-1	2	-74	-0.1	4	6	0
COc1ccc(-c2nc3ccc(N4CCCC4)cc3c(=O)[nH]2)cc1OC	-8	1.3	4	24	0	-0.1	0	-21	2
COc1ccc(C)cc1S(=O)(=O)N1CCN(C)CC1c1ccccc1 (stereo not drawn)	x	1.1	-4	12	x	0.3	-1	x	x
CCCc1cc(=O)oc2cc(OCC(=O)NCCc3ccc(S(N)(=O)=O)cc3)ccc12	-9	0.1	-4	3	-1	0.1	-5	3	6
COc1ccc2c(c1)CC/C(=C\c1ccc(C)o1)C2=O	-2	2.8	-3	-4	-8	0.1	-9	8	0
CC(=O)Nc1ccc(-n2cc(-c3ccccc3)[nH]c2=S)cc1	1	2.3	-4	4	0	0.1	-17	-2	1
Cc1ccc2c(c1)C(=O)c1c(C(=O)O)cccc1-2	7	-0.7	-3	1	-3	-0.1	14	1	-2
CC(C)NC(=O)c1ccccc1NC(=O)CCc1ccccc1	5	10*	4	-1	2	0.1	5	-2	0
CCOC(=O)N1CCC(n2c(=S)[nH]c3cc(OCC)c(OCC)cc3c2=O)CC1	2	-0.4	2	14	-2	0.5	2	4	2

All compounds of this part, from the start:
smiles	EBNA-1 inhibitor	PP5 inh	PP1 counter	PREPL inh	TPT1 inhibitor	Efflux pump inh	ZTA counter	core dimer inh	Fh CTSL1 inh
CN(CC(=O)Nc1ccc(Cl)c(C(F)(F)F)c1)C(=O)c1ccc(OCC2CCCO2)cc1 (stereo not drawn)	-11	2.6	1	19	4	0.1	0	-6	5
COc1ccc(-c2onc3ccc(C(C)=O)cc23)cc1	9	-1.7	-1	2	-74	-0.1	4	6	0
COc1ccc(-c2nc3ccc(N4CCCC4)cc3c(=O)[nH]2)cc1OC	-8	1.3	4	24	0	-0.1	0	-21	2
COc1ccc(C)cc1S(=O)(=O)N1CCN(C)CC1c1ccccc1 (stereo not drawn)	x	1.1	-4	12	x	0.3	-1	x	x
CCCc1cc(=O)oc2cc(OCC(=O)NCCc3ccc(S(N)(=O)=O)cc3)ccc12	-9	0.1	-4	3	-1	0.1	-5	3	6
COc1ccc2c(c1)CC/C(=C\c1ccc(C)o1)C2=O	-2	2.8	-3	-4	-8	0.1	-9	8	0
CC(=O)Nc1ccc(-n2cc(-c3ccccc3)[nH]c2=S)cc1	1	2.3	-4	4	0	0.1	-17	-2	1
Cc1ccc2c(c1)C(=O)c1c(C(=O)O)cccc1-2	7	-0.7	-3	1	-3	-0.1	14	1	-2
CC(C)NC(=O)c1ccccc1NC(=O)CCc1ccccc1	5	10*	4	-1	2	0.1	5	-2	0
CCOC(=O)N1CCC(n2c(=S)[nH]c3cc(OCC)c(OCC)cc3c2=O)CC1	2	-0.4	2	14	-2	0.5	2	4	2
OC1(CNCc2cn[nH]c2-c2cc3ccccc3o2)CCCCC1	-18	1.1	0	25	-5	-0.1	-23	-3	0
Cc1cccc(-c2nc3c(c(SCC(=O)N4CCOCC4)n2)CCCC3)c1	-5	1.2	0	-5	1	-0.1	15	4	-2
CCN(CC(=O)Nc1c(F)cccc1F)C(=O)c1ccc(-c2ccc(C(C)=O)cc2)o1	x	-0.1	-3	-4	x	0.0	-2	x	x
CCc1noc(C)c1C(=O)NCCc1ccccc1	6	-0.8	-4	-3	-1	-0.1	-4	0	1
O=C(NCCCN1CCOCC1)c1cc(-c2ccc(Cl)c(Cl)c2)on1	-8	2.5	0	8	-1	-0.1	-12	-4	-2
O=C(COC(=O)CCc1c[nH]c2ccccc12)NCc1ccc2c(c1)OCO2	0	0.0	-1	-5	0	0.0	3	3	-8
O=C(NCCCN1CCCC1=O)NC1CCCCC1	-12	-0.7	3	8	1	0.0	-1	-1	-2
COc1ccccc1N=CC=C1OC(C)(C)C(C)(C)O1	-3	-0.8	-2	4	-6	0.1	-2	0	6
C=CCNC(=O)c1ccc(C2SCC(=O)N2Cc2ccco2)cc1 (stereo not drawn)	3	-0.7	0	6	-4	-0.1	7	3	1
CC1(C)CC(=O)c2cc(NC(=O)c3ccc(F)cc3)c(=O)oc2C1	2	-2.4	1	-7	-2	0.0	-5	2	-3
CNC(=O)Cn1ncc2c(C)n(Cc3ccc(C)cc3)c(C)c2c1=O	-8	1.9	1	7	0	-0.1	-9	2	0
O=C(Nc1ccc(Br)cc1)c1cccc(N2C(=O)C3CCCCC3C2=O)c1 (stereo not drawn)	11	2.3	-3	3	0	-0.6	16	-2	2
C/C(=N\Nc1ccc(S(N)(=O)=O)cc1[N+](=O)[O-])c1cccs1	-6	1.0	13	16	-5	0.5	3	7	0
Cc1ccccc1C(OCC(O)CN1CCCCC1CCO)c1ccccc1 (stereo not drawn)	1	2.0	2	2	-3	-0.1	-12	-6	-1
COc1ccc(N2C(=O)CC(Sc3nc(C)cc(C)n3)C2=O)cc1OC (stereo not drawn)	6	-1.8	-3	3	1	0.0	-3	4	-2

Exported field by field: entries from further up.
CCc1noc(C)c1C(=O)NCCc1ccccc1
  EBNA-1 inhibitor = 6; PP5 inh = -0.8; PP1 counter = -4; PREPL inh = -3; TPT1 inhibitor = -1; Efflux pump inh = -0.1; ZTA counter = -4; core dimer inh = 0; Fh CTSL1 inh = 1

CC1(C)CC(=O)c2cc(NC(=O)c3ccc(F)cc3)c(=O)oc2C1
  EBNA-1 inhibitor = 2; PP5 inh = -2.4; PP1 counter = 1; PREPL inh = -7; TPT1 inhibitor = -2; Efflux pump inh = 0.0; ZTA counter = -5; core dimer inh = 2; Fh CTSL1 inh = -3

Additional structures
smiles	EBNA-1 inhibitor	PP5 inh	PP1 counter	PREPL inh	TPT1 inhibitor	Efflux pump inh	ZTA counter	core dimer inh	Fh CTSL1 inh
O=C(Cc1ccsc1)NNC(=O)c1ccc(F)cc1	0	-1.4	-1	8	-1	-0.1	2	-1	5
CC1CN(C(=O)c2cc3cc([N+](=O)[O-])ccc3s2)CC(C)O1 (stereo not drawn)	-3	-0.5	-2	4	-2	-0.1	2	-1	2
COC(=O)c1c(N2C(=O)CC(Sc3ccccc3C(=O)O)C2=O)sc(C)c1C (stereo not drawn)	-5	-0.4	1	-3	7	0.0	-2	2	2
O=C(NCCNc1ccc([N+](=O)[O-])cc1)c1cc(F)c(F)cc1Cl	3	-1.8	-1	-3	-4	0.1	1	2	4
O=C(CSc1ncnc2ccccc12)Nc1cc(S(=O)(=O)N2CCCCC2)ccc1Cl	5	2.3	16*	-5	1	0.0	0	29	2
c1ccc(-c2ccc(-c3cnc4n3CCCCC4)cc2)cc1	0	3.5	5	19	4	-0.1	-22	9	3
CC1CCN(C(=O)CN2c3cccc4cccc(c34)S2(=O)=O)CC1	x	1.2	-1	3	x	-0.2	11	x	x
Cc1ccc(N(Cc2ccccc2)C(=O)c2cccc(S(=O)(=O)N3CC(C)OC(C)C3)c2)cc1 (stereo not drawn)	-8	0.2	-1	12	2	0.1	4	5	2
CCn1cc(Br)c(C(=O)Nc2ccc(F)cc2F)n1	2	2.5	-3	5	-2	0.0	8	3	-1
CCCCCSc1nnc(-c2cc(Br)ccc2N)c(=O)[nH]1	4	0.8	4	5	0	0.0	-18	0	-1
COc1ccccc1Oc1ccc2c(c1)C(=O)N(CC1CCCO1)C2=O (stereo not drawn)	6	0.8	-3	6	-4	-0.1	11	2	-4
C/C(=N\NC(=O)c1ccc(O)cc1)c1ccc2c(c1)OCCO2	x	1.4	0	-3	x	0.1	10	x	x
CNC(=O)CSc1nc2cc(S(=O)(=O)Nc3ccc(OC)cc3)ccc2o1	2	2.0	-1	0	-1	-0.1	-1	3	1
CN1CCN(C(=S)NC(=O)/C=C/c2cccs2)CC1	4	3.2	-2	14	-2	-0.1	0	-5	-4
O=C(CCc1nnc(Cc2c[nH]c3ccccc23)o1)NC(C1CC1)C1CC1	-6	2.5	-3	8	-4	-0.1	-4	-1	-5
CCN1C(=O)[C@H]2[C@@H](c3ccc(C)cc3)N3C(=O)N(c4ccc(C(F)(F)F)cc4)C(=O)[C@@]3(Cc3ccccc3)[C@H]2C1=O	-2	5.6	4	7	-3	0.1	-5	14	-3
CCOc1ccc(C(=O)NC2CCN(C(=O)N3CCCC3)CC2)cc1	4	2.3	-3	-4	-1	0.1	2	-6	-3
CN(C)c1ccc(NC(=O)c2cc3c(=O)n4ccccc4nc3n2C)cc1	6	0.1	8	43*	-7	-0.1	11	-16	3
CC(C)n1c(Oc2ccc(F)cc2)nc2c1c(=O)n(C)c(=O)n2C	2	-2.0	-3	2	-3	0.0	13	4	-1
O=c1oc2ccccc2cc1-c1nc2ccccc2o1	0	-2.1	-2	6	-1	0.2	-7	3	6
O=C(O)COCC(=O)Nc1cc(C(F)(F)F)cc(C(F)(F)F)c1	-2	-1.0	-2	10	-3	-0.1	9	-5	0
Cc1[nH]nc2c1C(c1ccccc1)C1=C(CC(C)(C)CC1=O)N2 (stereo not drawn)	4	1.9	-2	2	-2	0.0	8	-3	3
Cn1c(=O)c2c(O)c(C=NCc3ccccc3)c(=O)n(C)c2n(C)c1=O	-11	2.3	0	5	2	0.0	0	-1	-2
O=C(COC(=O)Cc1c(Cl)cccc1Cl)NCCC1=CCCCC1	-1	0.0	-1	-5	6	0.1	3	6	-2
Cc1cc(C)c2c(CCl)cc(=O)oc2c1	2	2.3	0	5	-1	-0.1	-13	1	2
CC(Oc1ccc(C#N)cc1)C(=O)c1ccc(F)c(F)c1 (stereo not drawn)	-1	2.2	-2	-7	0	0.1	1	-5	-4
CCOc1ccccc1NC(=S)N1CCC(c2nc3ccccc3o2)CC1	-4	1.6	-4	26	2	-0.1	7	-3	-2
Nc1ccc(S(=O)(=O)NC2=NCCCCC2)cc1N	-9	0.0	1	20	4	0.0	-3	-3	-1
COc1ccccc1CNC(=O)CN1CCN(c2ccc(C(C)=O)cc2)CC1	0	1.8	-5	-3	-6	0.1	-7	15	-1
CNC(=O)c1c(NC(=O)c2ccco2)sc(C)c1C	2	-2.4	-5	3	-2	0.0	6	-1	1
Nc1c([N+](=O)[O-])cnnc1-c1ccccc1	6	1.6	0	10	-1	0.1	-9	-9	-1
CCOC(=O)c1nnc(-c2ccccc2)[nH]c1=O	-3	0.2	-1	0	-1	-0.3	-4	4	0
COc1ccc(/C=N/NC(=O)c2cccnc2)cc1COc1ccc([N+](=O)[O-])cc1	-3	0.8	-3	-43	0	0.0	4	6	3
Fc1cc(Br)ccc1Nc1nc2ccccc2n2nnnc12	10	-1.4	-1	1	6	-0.1	12	-1	1
Cc1cc(=O)oc2cc(Nc3ccccc3)ccc12	4	-0.4	-4	33	0	0.1	11	-1	2
O=C(NCC1CCCO1)c1cc(C(=O)C2CC2)c[nH]1 (stereo not drawn)	-10	-2.3	-2	-5	0	0.2	-6	0	-1
Cc1ccc2c(c1)c1c(n2CC(O)Cn2c(C)nc3ccccc32)/C(=N\O)CCC1 (stereo not drawn)	-13	6.3	2	18	0	0.0	-7	-13	3

Screening results (PubChem)
